Shn3 3UTR inh: reduces Shn3 3'UTR luciferase signal in osteoblasts. AID 588674. inhibition, % at 12.5 µM. Clone20 osteoblast Shn3 3'UTR firefly luciferase, 24 h. hit rate 0.52% among 360,000;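 active = mean inhibition of at least 75% with every replicate also reaching 75%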;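 note: 0% = median of neutral control wells and 100% = pilot-screen positive control compound; some compounds past the cut are filed as inactive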
MITF TRPM1 inh: inhibitors of MITF-driven TRPM1 promoter in melanoma cells | SK-MEL-5 TRPM1 promoter luciferase, 24 h | inhibition, % at 12.5 µM | hit rate 0.83% among 330,000 | AID 488899;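 active = mean inhibition across replicates of 60% or more, whatever share of single replicates reaches that level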; note: values of inactives mirror those of a sister screen read the other way
HIF-2a block: inhibitors of HIF-2a | hit rate 0.72% among 360,000 | 786-0 RCC cells HIF-2a reporter, luciferase luminescence, overnight | inhibition, % at 18.8 µM | AID 624352;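 active = inhibition of the luminescence signal of 40% or more relative to plate controls, in a single-dose primary screen at 18.75 µM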
TWEAK-Fn14 inh: inhibitors of TWEAK-Fn14 interaction signaling; TWEAK-stimulated Fn14 reporter cells, luciferase luminescence, 8 h; hit rate 2% among 360,000; AID 1159606; inhibition, % at 10 µM; in the data active = inhibition above about 50%
NR2E3 ag-1: NR2E3 (human) agonism; AID 2300; GST-NR2E3/biotin-RetCOR TR-FRET, 1536-well; hit rate 0.12% among 320,000; inhibition of corepressor binding, % at 4.78 µM;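 active = percent inhibition above the cutoff of mean plus 3 SD of all tested compounds, set per screening campaign, cut at about 20% in these data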;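 note: 0% = DMSO wells and 100% = biotin wells as full block of FRET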
Target sequence (Q9Y5X4 whole entry, looked up): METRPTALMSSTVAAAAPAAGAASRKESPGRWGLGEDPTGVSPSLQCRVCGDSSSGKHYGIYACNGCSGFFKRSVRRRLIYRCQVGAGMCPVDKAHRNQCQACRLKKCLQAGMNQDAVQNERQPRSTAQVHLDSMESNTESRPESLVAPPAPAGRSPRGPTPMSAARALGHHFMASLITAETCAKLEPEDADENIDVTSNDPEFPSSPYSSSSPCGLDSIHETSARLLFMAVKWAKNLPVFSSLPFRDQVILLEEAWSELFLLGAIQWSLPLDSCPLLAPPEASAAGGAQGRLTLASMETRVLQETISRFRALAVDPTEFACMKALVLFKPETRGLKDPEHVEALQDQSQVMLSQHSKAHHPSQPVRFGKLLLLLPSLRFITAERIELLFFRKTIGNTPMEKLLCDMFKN
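Material: NR2E3–RetCOR corepressor complex | Quantity: 1.35 nM GST-tagged NR2E3 final | Schedule: 5 h at 4 °C | Replication: Singlicate compound wells | Reagent: RetCOR corepressor, biotinylated, 7 nM | Controls: Biotin wells as high control, 0.6% DMSO wells as low control | Signal: TR-FRET, Eu(K)-anti-GST donor, streptavidin-D2 acceptor, ex 340, em 617/671 nm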
NR2E3 ag-2: activates human NR2E3 receptor; Q9Y5X4; CHO-S Gal4-NCOR/VP16-NR2E3 two-hybrid, luciferase; inhibition of corepressor binding, % at 3.98 µM; hit rate 0.35% among 360,000; AID 602229;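 active = inhibition above the mean of all tested compounds plus 3 SD, cut at about 70% in these data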;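 note: 0% = DMSO with NR2E3 transfected cells and 100% = cells lacking NR2E3 construct; higher means lower luciferase signal from less NR2E3 corepressor binding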
aDG glyco up: alpha-DG glycosylation activation; Pro5-aDG cells, alpha-DG glycosylation AlphaScreen (IIH6); 0% Pro5, 100% B10-LARGE cell signal; activation, % at 10 µM; hit rate 0.22% among 360,000;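 active = activation of at least 8% versus controls, or a plate z-score of at least 8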;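 note: Pro5 are CHO cells carrying HIG-tagged alpha-DG that lacks glycosylation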
Peg3 prom inh: reduces Peg3 promoter-driven luciferase expression in HeLa. HeLa PEG-Prom luciferase reporter, luminescence, overnight. inhibition, % at 20 µM. hit rate 1.7% among 360,000;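 active = inhibition of at least 50% at 20 µM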
KKLEB cytotox: reduces viability of KKLEB cystic fibrosis airway cells. KKLEB CF airway cells viability, ATPlite luminescence, overnight; active compounds read low; cells stimulated with P. aeruginosa culture filtrate. activity change (cytotoxicity), % at 5 µM. hit rate 0.36% among 360,000;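 active = corrected activity change at or below -50% at 5 µM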
CF NFkB inh: blocks PAF-induced NF-kB reporter in cystic fibrosis cells | hit rate 0.86% among 360,000 | AID 588850 | inhibition, % at 5 µM | KKLEB NF-kB-GFP reporter, GFP fluorescence overnight;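 active = at least 50% inhibition at 5 µM, scaled per plate between neutral and stimulator controls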;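 note: PAF is a Pseudomonas aeruginosa culture filtrate used as stimulus; plate controls were PAF-stimulated DMSO wells for no effect and unstimulated DMSO wells for full effect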
hiPSC survival: increases survival of single human iPS cells. survival enhancement, % at 20 µM. hiPSC single-cell survival, ATPlite luminescence; 100% = ROCK inhibitor wells, 0% = DMSO. hit rate 0.044% among 360,000. AID 602274; in the data active = survival enhancement above about 18%;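 note: cells exposed to compounds for 16 hours before the ATP read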
Starred values were filed as active, the others as inactive; . = not tested or not shown.

SMILES	Shn3 3UTR inh	MITF TRPM1 inh	HIF-2a block	TWEAK-Fn14 inh	NR2E3 ag-1	NR2E3 ag-2	aDG glyco up	Peg3 prom inh	KKLEB cytotox	CF NFkB inh	hiPSC survival
CC(NC(=O)c1ccc(CS(C)(=O)=O)cc1)c1cccc2ccccc12 (stereo not drawn)	4	-6	10	2	-3	1	0.0	1	3	5	0.5
NC(=O)C1CCN(C2=C(Cl)C(=O)c3ccccc3C2=O)CC1	98*	88*	94*	7	0	-20	-0.5	73*	1	11	-0.6
COc1ccc(-c2cc(=O)oc3cc(OC(=O)C4CCCCC4)ccc23)cc1	8	0	-7	54*	2	-46	-0.1	-13	0	74*	-0.8
COc1ccc(-c2cn(CCc3c[nH]c4ccccc34)nn2)cc1	22	-14	-157	-19	0	-17	0.0	-106	2	16	-2.3
CCc1cc(/C(Cc2cscn2)=N\O)c(O)cc1O	9	20	9	21	0	-2	-0.1	16	-10	0	-2.4
Nc1c(C(=O)Nc2ccc3c(c2)OCCO3)nnn1Cc1ccccc1	-114	-74	-297	-4	0	-60	1.3	-375	-5	1	-0.3
COc1ccc(-c2nsc(SCC(=O)Nc3cc(C)on3)n2)cc1	4	-4	-56	-10	-8	-20	0.1	-36	-6	-2	-2.0
CCOc1ccccc1-c1noc(CCC(=O)NC2CCCCC2)n1	3	11	11	-3	5	-19	0.0	9	3	1	0.5
COc1ccc2ccccc2c1CN1CCCC(CO)C1 (stereo not drawn)	4	-8	14	5	1	-15	0.2	-73	3	6	2.4
COc1ccc(S(=O)(=O)N2CCN(C)CC2)c(C)c1	4	12	16	5	2	0	0.0	7	5	4	-0.3
C[C@H](CO)NC(=O)[C@H](C)[C@@H]1C[C@@]1(C)[C@@H](NC(=O)OCc1ccccc1)c1ccccc1	9	2	16	-8	4	-23	0.0	8	14	-25	1.8
Nc1nc(CN2CCN(C(c3ccccc3)c3ccccc3)CC2)nc(Nc2ccccc2)n1	12	6	7	-6	2	6	0.0	10	-17	12	-0.8
CN(CC(=O)NCc1ccncc1)S(=O)(=O)c1ccccc1	-1	-10	14	-11	3	-31	-0.1	0	2	1	-0.5
C[C@H]1CN([C@@H](C)CO)C(=O)CCCn2nncc2CO[C@@H]1CN(C)Cc1ccncc1	8	.	13	-3	.	-20	-0.1	7	-9	5	-0.1
COCCNC(=O)c1cccc(Nc2nc(-c3ccccc3)c3cc(Cl)ccc3n2)c1	0	20	2	63*	0	9	0.5	53*	-5	5	11
CCN(CC)S(=O)(=O)c1ccc(N/N=C(\C)c2ccc3c(c2)OCO3)c([N+](=O)[O-])c1	3	15	-1	-42	1	-10	-0.7	13	-16	19	-2.4
CCN(c1cccc(C)c1)S(=O)(=O)c1ccc(-c2coc(C)n2)cc1	-20	0	-2	-11	2	-2	-0.1	16	-5	-5	-0.2
Fc1c(F)c(C(F)(F)F)c(F)c(F)c1N/N=C\c1cccs1	21	8	-107	60*	-1	-26	0.4	-14	-17	26	0.3
COc1ccccc1N1CC(C(=O)Nc2nnc(SCc3ccccn3)s2)CC1=O (stereo not drawn)	-17	3	20	-1	0	-10	-0.2	10	-4	7	-0.2
CC(=O)NCCCc1nc2ccccc2n1Cc1c(F)cccc1Cl	4	-5	11	-5	1	-1	0.2	14	7	6	0.7
COc1ccc(C(=O)C2CCCN(S(=O)(=O)c3ccccc3F)C2)c(C)c1 (stereo not drawn)	20	4	8	-1	-1	1	0.3	30	4	10	0.1
Cc1ccc(C(=O)Oc2ccc(/C=C3\C(=N)N4N=C(N5CCOCC5)SC4=NC3=O)cc2)cc1	-41	-28	-80	8	7	-38	-0.3	-80	18	-46	0.0
O=C(CCc1nnc(CCCCc2ccccc2)o1)NCc1cccc(F)c1	-2	-2	1	4	2	-4	0.6	-12	6	11	-0.5
Cc1cc(C(=O)Nc2ccc3ccccc3c2)c(C)o1	-72	-72	-182	-18	0	-166	0.7	-317	-5	0	-0.6
Cn1cnc([N+](=O)[O-])c1Sc1ccccc1	-24	-6	4	8	-1	-9	0.5	-3	-1	-3	-0.1
COc1cccc(COC(=O)C2CCN(S(=O)(=O)c3ccc(C)cc3)CC2)c1OC	-1	-5	19	-17	6	-17	-0.1	20	-7	-2	-0.3
CC(C)(C)c1cnnn1-c1ccc([N+](=O)[O-])cc1	-6	4	9	0	1	1	-0.1	1	2	2	-0.1
COc1ccc2c(c1)O/C(=C\c1ccccc1O)C2=O	-112	.	-283	-16	1	-145	0.1	-286	14	-9	0.0
CC(NC(=O)c1ccc(-c2cc(C(F)(F)F)ccc2Cl)o1)c1ccccc1 (stereo not drawn)	-8	4	-12	-15	3	3	0.5	6	3	-2	-2.7
O=C(NCCc1cccnc1)C1CCC(=O)N(CCc2cccc(F)c2)C1 (stereo not drawn)	0	-1	5	-6	.	-15	0.9	5	9	-11	0.6
Cc1cccc(C(=O)NCCc2n[nH]c(=S)n2C)c1	-33	6	10	-8	-1	9	-0.3	-1	9	10	1.0
N#C/C(=C\c1ccccc1)C(=O)N1CCC(C(N)=O)CC1	-15	6	21	9	2	-10	0.0	-10	-2	-15	1.1
Cc1ccc(NC(=O)C2CCN(S(=O)(=O)c3ccc4c(c3)OCCCO4)CC2)nc1	20	30	0	26	0	-9	0.0	11	0	18	-0.3
CC(CCc1ccc(O)cc1)NC(c1ccccc1)c1ccc(Cl)cc1 (stereo not drawn)	20	10	37	-24	1	-1	-0.1	29	-9	2	-0.4
CCCC(C)Sc1nc2c([nH]1)c(=S)n(C)c(=O)n2C (stereo not drawn)	63	15	-6	12	.	82*	-0.1	16	0	-1	-2.3
O=S(=O)(NC1CC1)c1ccc(Cl)cc1F	-11	10	10	99*	4	-17	0.1	8	2	7	-0.3
Cn1c(NC(=O)c2ccc(Cl)s2)cc(=O)n(C)c1=O	1	8	-3	-4	3	2	-0.2	10	-6	16	0.1
CCCCC(CC)Cn1c(N)c(C#N)c2nc3ccccc3nc21 (stereo not drawn)	46	13	2	39	0	-8	1.5	34	-7	16	-1.4
CCOC(=O)/C=C1/SCC(=O)N1Cc1ccc(Br)cc1	22	-22	-10	-24	.	-35	0.6	9	10	-5	0.0
CC1CCC/C(=C(\C#N)c2nc(-c3cc4ccccc4oc3=O)cs2)C1 (stereo not drawn)	-19	-35	-104	64*	1	-37	-0.3	-259	-17	3	0.2
CCOC(=O)N1CCC(Nc2ncnc3c2cnn3-c2ccc(C)cc2C)CC1	49	.	4	40	4	1	0.4	28	1	33	-1.1
COc1ccc(N2C(=NC(=O)CCCc3ccccc3)SC3CS(=O)(=O)CC32)cc1 (stereo not drawn)	-7	-13	9	3	2	-20	-0.1	22	2	-8	-0.4
Nn1c(SCC(=O)NCCN2C(=O)CSC2=O)nnc1-c1ccc(OC(F)F)cc1	-4	-6	-2	-18	3	-5	0.1	-13	-11	18	-0.3
CCS(=O)(=O)C1C(=O)N(C)C(S(=O)(=O)CC)C(=O)N1C (stereo not drawn)	-5	.	6	0	.	-18	-0.1	-14	15	1	5.6
C=CCC(NCc1ccccc1)c1ccco1 (stereo not drawn)	4	-3	11	1	-6	-3	0.0	-3	2	-4	-0.9
COCc1cccc(-c2csc(C(N)c3ccc(F)c(F)c3)n2)c1 (stereo not drawn)	-3	.	-12	-15	.	-17	0.2	-27	-6	-5	0.3
NNC(=O)c1cc(O)c(O)c(O)c1	-4	0	9	8	6	-38	0.8	14	-14	15	-1.0
CCCCn1nnnc1C1(C)CCC(=O)N1CC1CCCCC1 (stereo not drawn)	.	.	-6	2	.	-6	0.0	.	.	.	-0.2
CCOC(=O)CSc1n[nH]c(NS(=O)(=O)c2ccccc2C(F)(F)F)n1	10	6	15	2	4	4	-0.2	-14	-11	28	-1.4
O=C(CC1C(=O)NCCN1Cc1ccccc1F)NC1CCCCCC1 (stereo not drawn)	13	-3	-11	12	7	-2	0.0	10	5	-7	-0.4
Cc1ccc2oc(C(=O)Nc3ccc(S(=O)(=O)Nc4onc(C)c4C)cc3)c(C)c2c1	-33	-4	-141	-1	1	-10	0.3	-143	15	-48	-0.1
COc1ccc(CNC(=O)COC(=O)c2ccc(F)c(S(=O)(=O)N3CCOCC3)c2)cc1	1	4	3	-15	.	-7	0.1	5	8	2	12
O=C(O)c1ccc2c(c1)N(Cc1ccc(F)cc1)C(=O)c1ccccc1S2	-10	-8	7	18	2	-3	-0.3	6	23	-13	0.2
COC(=O)CN(n1cnnc1)S(=O)(=O)c1ccccc1	-16	1	3	8	-2	15	-0.1	-19	-6	7	0.3
CCOC(=O)N1CCN(C(=O)CN2C(=O)NC(c3ccccc3)(c3ccccc3)C2=O)CC1	3	2	13	31	0	-1	-0.1	14	-4	-7	-0.4
Cc1c(-c2ccccc2)sc(N)c1C(=O)N1CCOCC1	-3	3	-7	8	0	11	0.0	2	1	-4	0.6
CCN(CC)S(=O)(=O)c1ccc2oc(C(=O)NC3CC3)c(C)c2c1	-8	-2	2	22	4	13	-0.1	25	-2	5	-0.2
COCCN(CCNC(=O)c1ccc(NC2=NC3CS(=O)(=O)CC3S2)cc1)Cc1ccco1 (stereo not drawn)	7	.	6	-24	-1	3	0.0	-16	13	-9	4.0
Cn1nc(-c2ccc(OCC(N)=O)cc2)c2ccccc2c1=O	-13	1	10	18	1	-4	-0.1	1	8	-2	8.8
N#C/C(=C\c1ccc(F)cc1)c1nc(-c2ccco2)cs1	-45	-79	-149	-1	0	-23	-0.5	-190	-3	-16	0.5
CC[C@]12c3[nH]c4ccc(Cl)cc4c3CCN1C(=O)[C@@H](CC(=O)NC(C)(C)C)C[C@@H]2C(=O)N1CCN(C(=O)c2ccco2)CC1	-9	7	5	21	.	-9	0.0	10	10	8	-1.1
Fc1ccc(-c2ccc(Nc3cccc(F)c3)nn2)cc1	-35	-62	-228	-39	-1	-133	0.3	-164	-9	-3	-0.7

Limited to Peg3 prom inh, aDG glyco up and NR2E3 ag-2 (four entries from above):
| SMILES | Peg3 prom inh | aDG glyco up | NR2E3 ag-2 |
| --- | --- | --- | --- |
| COC(=O)CN(n1cnnc1)S(=O)(=O)c1ccccc1 | -19 | -0.1 | 15 |
| COCCN(CCNC(=O)c1ccc(NC2=NC3CS(=O)(=O)CC3S2)cc1)Cc1ccco1 (stereo not drawn) | -16 | 0.0 | 3 |
| Fc1ccc(-c2ccc(Nc3cccc(F)c3)nn2)cc1 | -164 | 0.3 | -133 |
| CC[C@]12c3[nH]c4ccc(Cl)cc4c3CCN1C(=O)[C@@H](CC(=O)NC(C)(C)C)C[C@@H]2C(=O)N1CCN(C(=O)c2ccco2)CC1 | 10 | 0.0 | -9 |

Assay outcomes: PubChem BioAssay, several laboratories

Not a hit list; 4.4% or so of the library scored in one or more.
